Compound activity: PubChem, National Center for Advancing Translational Sciences (NCATS)
DT40 TDP1 CPT – qHTS for Inhibitors of human tyrosyl-DNA phosphodiesterase 1 (TDP1): qHTS in cells in presence of CPT; actives 12% (n = 420,000); AID 686979, 2013; chicken DT40 Tdp1-/-;hTDP1 cells + 20 nM CPT, ATP luminescence, 48 h; Potency, µM (series often up to 46.2 µM), without a hit: at the top dose activity change, negative = growth inhibition, hits mostly inhibitors; active means well fitted inhibition curve with a large enough effect; inconclusive means small, poorly fitted or top-dose-only effect; further: nearly all actives have a fitted effect of over 55% in size
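Chicken DT40 Tdp1-/- cells complemented with human TDP1, 400 cells/well, exposed to compounds plus 20 nM camptothecin for at least 48 h at 37 C; viability read as ATP content by CellTiter-Glo luminescence.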
* = called active by the depositor; ? = inconclusive; & = joins results of further samples; [ ] = another dose, or the depositor's remark. On the % scale 0 is the no-effect control and ±100 the full control effect; potency means the concentration at half of the fitted maximal effect. The list is partial; the hit share may differ from the screen's.

entry	SMILES	DT40 TDP1 CPT
1	CCCCCCCCN1C(=O)[C@H](CC(=O)NCc2cccs2)C[C@@]2(C(=O)OCC)CCCC=C12	?
2	OC(c1cccnc1)c1nc(/C=C/c2ccc(C(F)(F)F)cc2)cs1 (centres undefined)	21µM*
3	COc1cccc(CNc2nc3cc(-c4cnn(Cc5ccccc5)c4)sc3c(=O)n2C)c1	?
4	N#Cc1ccc(-c2nc3c4ccccc4ccn3c2Cc2cccc(Cl)c2)cc1	16µM*
5	COC(=O)c1cnc(NC(=O)C2(C)CCCN(C(C)=O)C2)s1 (centres undefined)	-4%
6	NS(=O)(=O)c1ccc(N2N=C(c3ccccc3)CC2c2ccc(Br)cc2)cc1 (centres undefined)	?
7	COc1ccc(-c2coc3c(C(=O)NCCN4CCOCC4)cccc23)c(C)c1	?
8	O=C(CSc1nnc(-c2c[nH]c3ccccc23)n1C1CC1)NC1CCS(=O)(=O)C1 (centres undefined)	-20%
9	Cc1cc(C)c(C(O)c2ncc(-c3ccccc3F)[nH]2)c(C)c1 (centres undefined)	15µM*
10	CCCCCCCCCCCCCCCCCC(=O)[O][Al]	0%
11	COc1ccc2c(CN3CCN(c4ccccc4OC)CC3)cc(=O)oc2c1	?
12	CCc1nc2ccc(C(=O)NCc3ccccc3OC)cn2c1N(C)C(=O)Cc1ccccc1	?
13	O=C(NCc1ccco1)c1cccc2c1C(=O)c1ccc(N3CCC(N4CCCCC4)CC3)cc1S2(=O)=O	19%
14	COCCNc1nc(Nc2ccc(C(=O)OC)cc2)c2sccc2n1	12µM*
15	C[C@H](CO)N1C[C@H](C)[C@@H](CN(C)C(=O)c2ccc3ccn(C)c3c2)OCc2cn(nn2)CCCC1=O	14%
16	CCOc1ccccc1C(=O)NC(C(=O)OCn1nnc2ccccc2c1=O)C(C)C (centres undefined)	?
17	CC1(C(=O)NS(=O)(=O)c2ccc(F)cc2F)CCN1C(=O)C1(c2ccc(Cl)cc2)CCC1 (centres undefined)	-34%
18	CCC1NC(=O)c2cc3ccccc3cc2-n2c1nc1cc(C)cc(C)c1c2=O (centres undefined)	18µM*
19	CCNC(=O)C1(C)CCCN(Cc2csc3ccccc23)C1 (centres undefined)	?
20	CCC(=O)N(C)C[C@@H]1Oc2cc(Br)ccc2S(=O)(=O)N([C@@H](C)CO)C[C@@H]1C	3%
21	Cc1cc(NC(=O)Nc2cccc(Cl)c2)no1	-21%
22	CCNC(=O)C1(C)CCN(C(=O)c2ccc3snnc3c2)C1 (centres undefined)	-10%
23	Cc1ccc(C(O)c2ncc(-c3ccccc3C(F)(F)F)[nH]2)cc1F (centres undefined)	?
24	CN(C)C(=O)c1cccc(-c2cnc3c(NC=O)cc(-c4ccccc4Cl)cn23)c1	2.6µM*
25	CCNC(=O)C1(C)CCCN(C(=O)c2ccc3c(c2)C(C)(C)CCC3(C)C)C1 (centres undefined)	5.8µM*
26	Cc1cnc(C)c(-c2cccc3c2OC(CNC(=O)/C=C/c2ccncc2)C3)n1 (centres undefined)	-6%[9.04 µM]
27	CC1(C(=O)NS(=O)(=O)c2ccc(F)cc2F)CCN1C(=O)C1(c2ccc(Cl)cc2)CC1 (centres undefined)	?
28	O=C(Nc1ccc(F)c(Cl)c1)c1ccc2nc([C@@H]3O[C@H](CO)[C@H](O)[C@H](O)[C@H]3O)[nH]c2c1	-10%
29	CC(C)c1ccc(CC(=O)N2CCC2(C)C(=O)NCc2cccc3ccccc23)cc1 (centres undefined)	?
30	COCC(=O)Oc1cc(-c2ccc(C)cc2C)c(OC(=O)COC)c(-c2ccc(C)cc2C)c1	10µM*

Further structures:
entry	SMILES	DT40 TDP1 CPT
31	Cc1occc1C(=O)Nc1cccc(-c2nc(CNC(=O)c3ccc(N4CCCCC4)cc3)c(C)o2)c1	?
32	CC1(C(=O)NS(=O)(=O)c2ccccc2Cl)CCN1C(=O)C1CC1 (centres undefined)	2%
33	Cc1cc(C)nc(Nc2nc(C(N)Cc3ccc(F)cc3)cs2)n1 (centres undefined)	15µM*
34	CSCCC(c1nnnn1-c1c(C)cccc1C)N1CCN(C/C=C/c2ccccc2)CC1 (centres undefined)	?
35	Cc1ccc(/C(N)=N/OC(=O)COc2cccc3ccccc23)cc1	?
36	CC(C)(C)c1ccc(C(=O)N2CCOC23CCCCC3)cc1	15µM*
37	COc1ccc(C(=O)NCC2Cc3c(F)ccc(-c4nc(C)cnc4C)c3O2)cc1F (centres undefined)	-2%[9.04 µM]
38	CCOc1ccc(S(=O)(=O)N2CCCCC2)cc1NC(=O)Cc1ccc(OC)cc1	?
39	CCc1cc(-c2cnnn2CCc2c[nH]c3ccccc23)ccc1-c1cn(CC(C)C)nn1	?
40	CSc1ncccc1C(=O)N1CCC1(C)C(=O)NC(C)C (centres undefined)	0%
41	CCCCNC(=O)C1C(c2ccc(C(F)(F)F)cc2)=Nc2ccccc2N1C(=O)c1ccc2nc(C)[nH]c2c1 (centres undefined)	?
42	COc1cccc(C(NC(C)=O)c2nc(-c3ccccc3OC)cs2)c1 (centres undefined)	?
43	CC(C)NC(=O)c1ccc(CONC(=O)OCc2ccccc2)cc1	2%
44	COc1ccc(-c2csc(C(O)c3cccnc3)n2)cn1 (centres undefined)	-13%
45	Fc1cccc(Cc2c(-c3cccc(Br)c3)nc3ccc(Cl)cn23)c1	?
46	CCC1CN(CCNC(=O)c2cscn2)Cc2cc(OC)ccc2O1 (centres undefined)	-7%[9.04 µM]
47	CC1(C(=O)Nc2ccc3c(c2)OCCO3)CCN1Cc1ccc2ccccc2c1 (centres undefined)	?
48	CCC(c1nnnn1-c1ccc2c(c1)OCCO2)N1CCN(C(=O)c2ccco2)CC1 (centres undefined)	?
49	COc1ccc(Cl)cc1-c1cc(C(=O)NCc2ccccc2)[nH]n1	16µM*
50	CC1(C)CC(=O)C=C(c2ccc(COC(=O)/C=C/c3ccccc3)cc2)C1=O	?
51	COc1cc(C=NC2CCCCC2)ccc1O	4%
52	O=c1c(O)c(Br)ccc2c(Br)c(O)c(O)c(O)c12	-9%[9.04 µM]
53	COc1ccc(-c2csc(C(C)(O)c3ccccc3)n2)cc1OC (centres undefined)	?
54	COCCCNc1c2c(nc3ccccc13)CCC2	?
55	COc1ccc2cc(CNCc3nonc3C)c(N3CCCC(CO)C3)nc2c1 (centres undefined)	15%[9.04 µM]
56	Cc1onc(-c2c(F)cccc2Cl)c1C(=O)Nc1cc2cc([N+](=O)[O-])ccc2oc1=O	-17%
57	Cc1cn([C@H]2C[C@H](O)[C@@H](CCC(=O)NCc3ccc4c(c3)OCO4)O2)c(=O)[nH]c1=O	-3%
58	CCNC(=O)C1CCCN(C(=O)C(c2ccccc2)c2ccccc2)CC1 (centres undefined)	7%
59	Cc1ccc(/C=C/C(=O)OCC(=O)N(C)c2c(N)n(Cc3ccccc3)c(=O)[nH]c2=O)o1	-3%
60	Cc1ccc(OCC(=O)N2CCc3ccccc3C2)cc1C	?

Further compounds:
entry	SMILES	DT40 TDP1 CPT
61	CC1(C(=O)NS(=O)(=O)c2ccc(F)cc2F)CCN1C(=O)c1ccccc1CCc1ccccc1 (centres undefined)	?
62	Cc1ccc(C(=O)NCC(=O)OCCCn2c(=O)[nH]c3ccccc32)cc1C	-3%
63	COC(=O)c1c(-c2ccccc2)oc2c1C(OCCO)CCC2 (centres undefined)	-22%
64	CCCNC(=O)C1(C)CCCN(C(=O)COc2ccc(Cl)cc2Cl)C1 (centres undefined)	-17%
65	COc1ccccc1C1CN(CC(=O)N2CCC(C(O)c3ccccn3)CC2)Cc2ccccc2O1 (centres undefined)	-8%[9.04 µM]
66	C=CCSc1nnc(NC(=O)CCNC(=O)c2ccccc2Cl)s1	-6%
67	CC1(C(=O)NCc2cccs2)Cc2c(-c3ccccc3)ccnc2O1 (centres undefined)	5.8µM*
68	O=C(O)c1cc(=O)c2ccc(Cl)cc2[nH]1	15%&22%
69	CC(NC(=O)C1CCN(Cc2ccccc2)CC1)c1cccc2ccccc12 (centres undefined)	?
70	OCCCNc1ncnc2c1ncn2[C@H]1CN(C2CCCC2)C[C@@H](CO)O1	-13%
71	CC1(C(=O)NS(=O)(=O)C2CC2)CCCN(C(=O)c2ccccc2C(F)(F)F)C1 (centres undefined)	6.5µM*
72	CCn1c(-c2ccccc2F)nc2cc(C(=O)N3CCCC(CO)C3)cc(NC(C)=O)c21 (centres undefined)	1%
73	N#Cc1ccc(S(=O)(=O)N2CCCCC2c2cc(C(=O)Nc3cccc4c3CCCC4)no2)cc1 (centres undefined)	?
74	COC(=O)c1ccc(C(=O)N2CCCC(C)(C(=O)NS(=O)(=O)C3CC3)C2)cc1 (centres undefined)	?
75	CCNC(=O)C1(C)CCCN1C(=O)c1cnc2ccccc2n1 (centres undefined)	-16%
76	COCCNC(=O)C1(C)CCCN(C(=O)c2ccc3ccccc3c2)C1 (centres undefined)	-27%
77	Cc1ccc(NC(=O)[C@@H]2O[C@H](CO)[C@H](O)[C@H](O)[C@H]2O)cc1C(F)(F)F	-2%
78	CC(=O)N1CCC[C@H]1C(=O)NCC1Cc2cc(F)cc(-c3ccc(F)c(C)c3)c2O1 (some centres undefined)	-4%[9.04 µM]
79	Cc1cc(C)cc(Cn2c3ccc(NC(=O)NCc4ccc(F)cc4)cc3c(=O)n2C)c1	?
80	C[C@H]1CN([C@@H](C)CO)C(=O)CCCn2nncc2CO[C@H]1CN(C)C(=O)c1cc(-c2ccccc2)on1	-6%
81	C[C@H]1CN([C@@H](C)CO)C(=O)c2cc(Br)cnc2O[C@@H]1CN(C)S(C)(=O)=O	7%
82	O=C1NC[C@H](CCCCN2C[C@H](Cc3ccc(O)cc3)N(CCc3ccccc3)C(=O)C2=O)N(CC2CCCCC2)C1=O	30%
83	NS(=O)(=O)c1ccc(NCc2cnc3ccccc3c2)cc1	-24%
84	CC(C)c1ccc(CC(=O)N2CCC2(C)C(=O)Nc2cnc3ccccc3c2)cc1 (centres undefined)	16µM*
85	CCc1ccccc1Oc1nc2cc(-c3cccc(OC)c3)sc2c(=O)n1C	?
86	COc1cc(-c2cc(C)c3cccc(OC)c3n2)cc2c1OCCN(C(=O)Cn1nc(C)cc1C)C2	1%[9.04 µM]
87	NCc1csc(Nc2cc(Oc3ccccc3)ncn2)n1	?
88	C[C@@H]1Cn2cnc(C(=O)Nc3ccccc3)c2C(=O)N1	13%
89	COc1ccc(-n2c(-c3ccc(Cl)cc3)n[nH]c2=S)c(OC)c1	10%
90	CC(C)(C)Cc1c(-c2ccc(C#N)cc2)nc2c(Cl)cc(C(F)(F)F)cn12	18µM*

Further compounds follow:
entry	SMILES	DT40 TDP1 CPT
91	COCCN(C(=O)COC(=O)c1c(C)nn(-c2ccccc2)c1C)c1c(N)n(Cc2ccccc2)c(=O)[nH]c1=O	-14%
92	CC1(C)NC(=O)N(CC(=O)Nc2ccc(-c3ccccc3)cc2)C1=O	0%
93	O=C(Nc1cc(C(F)(F)F)ccc1N1CCCCC1)C1=COCCO1	?
94	COc1ccc(F)cc1-c1cc(C(=O)Nc2cccnc2)[nH]n1	-3%
95	COc1ccc(/C=C/C(=O)OCC(=O)N2c3ccccc3CC2C)cc1 (centres undefined)	?
96	CCNc1ccc(S(=O)(=O)N2CCOCC2)cc1NCC(=O)Nc1cccc(Br)c1	7.3µM*
97	COc1cccc(-c2cnc(C(O)c3c(C)cccc3C)[nH]2)c1 (centres undefined)	?
98	Clc1cccc(Cc2c(-c3cccc(Cl)c3)nc3ccc(Br)cn23)c1	?
99	CC(=O)OC[C@@H]1CN(Cc2cccc(C(F)(F)F)c2)C[C@H](n2cnc3c(N4CCOCC4)ncnc32)O1	-6%
100	Cc1ccc(-c2nc3ccc(C)cn3c2Cc2cccc(F)c2)cc1	?
101	CC(=O)Nc1ccc(-c2ccnc3c2CC(C(=O)Nc2ccc(C(C)C)cc2)O3)cc1 (centres undefined)	?
102	CC(C)C1Cc2[nH][nH]c(=O)c2C(C2CC2)O1 (centres undefined)	-13%
103	COc1cc(=O)n2c(c1C(=O)N(C)Cc1cscn1)CCN(C(=O)c1ccc(C)c(C)c1)CC2	7%
104	Cc1ccc(Cn2cc(CN3CC(N4CCN(C5CCN(C)CC5)CC4)CS3(=O)=O)nn2)cc1 (centres undefined)	-1%
105	COc1ccc(CN2C(=O)C(CC(=O)NCc3cccs3)CC(C(=O)N3CCOCC3)=C2C)cc1 (centres undefined)	-10%
106	CSCCC(C(=O)Nc1c(C)cccc1C)N(Cc1ccccc1)Cc1ccccc1 (centres undefined)	?
107	CC(=O)Nc1ccc(C(=O)NNC(=O)c2csc(N3CCOCC3)n2)cc1	?
108	Cc1ccccc1-c1cnc2c(c1)C(=O)N([C@@H](C)CO)C[C@@H](C)[C@H](CN(C)Cc1ccccc1F)O2	?

6 structures already listed, ordered by length of the SMILES, lowest first.
entry	SMILES	DT40 TDP1 CPT
35	Cc1ccc(/C(N)=N/OC(=O)COc2cccc3ccccc23)cc1	?
49	COc1ccc(Cl)cc1-c1cc(C(=O)NCc2ccccc2)[nH]n1	16µM*
107	CC(=O)Nc1ccc(C(=O)NNC(=O)c2csc(N3CCOCC3)n2)cc1	?
84	CC(C)c1ccc(CC(=O)N2CCC2(C)C(=O)Nc2cnc3ccccc3c2)cc1 (centres undefined)	16µM*
25	CCNC(=O)C1(C)CCCN(C(=O)c2ccc3c(c2)C(C)(C)CCC3(C)C)C1 (centres undefined)	5.8µM*
20	CCC(=O)N(C)C[C@@H]1Oc2cc(Br)ccc2S(=O)(=O)N([C@@H](C)CO)C[C@@H]1C	3%

Three entries from above in another layout:
#100 Cc1ccc(-c2nc3ccc(C)cn3c2Cc2cccc(F)c2)cc1
  DT40 TDP1 CPT: ?
#101 CC(=O)Nc1ccc(-c2ccnc3c2CC(C(=O)Nc2ccc(C(C)C)cc2)O3)cc1 (centres undefined)
  DT40 TDP1 CPT: ?
#102 CC(C)C1Cc2[nH][nH]c(=O)c2C(C2CC2)O1 (centres undefined)
  DT40 TDP1 CPT: -13%
